IDH1 R132H inh: inhibitors of human IDH1 R132H; O75874; IDH1 R132H reductase, diaphorase/resazurin fluorescence, 60 min; inhibition, % at 10 µM; 70,000 compounds, 0.18% hits; AID 624101; in the data active means inhibition above about 34%;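 further: 0% = DMSO and 100% = no enzyme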
Target sequence (O75874 whole entry R132H): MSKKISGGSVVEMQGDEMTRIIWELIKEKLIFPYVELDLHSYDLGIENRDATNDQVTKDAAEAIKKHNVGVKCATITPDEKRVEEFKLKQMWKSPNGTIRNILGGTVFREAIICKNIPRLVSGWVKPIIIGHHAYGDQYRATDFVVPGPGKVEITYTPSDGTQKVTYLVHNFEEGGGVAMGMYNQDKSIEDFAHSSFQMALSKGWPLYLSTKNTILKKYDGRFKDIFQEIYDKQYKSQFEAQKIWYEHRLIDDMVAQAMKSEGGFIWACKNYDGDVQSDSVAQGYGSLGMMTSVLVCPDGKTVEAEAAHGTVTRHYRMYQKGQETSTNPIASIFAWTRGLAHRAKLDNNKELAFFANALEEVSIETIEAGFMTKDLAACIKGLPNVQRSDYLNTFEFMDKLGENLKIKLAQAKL
PRC2 inh: blocks human EZH2/PRC2 H3K27 methylation. Q15910. DELFIA TRF, 1 h. 57,000 compounds, 0.35% hits. inhibition, % at 12.5 µM;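 active means mean inhibition of replicates at least 50% and every single replicate also reaching 50%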;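 further: dimethyl H3K27 on biotinylated H3 21-44 peptide detected by antibody; plate controls were median neutral control wells for no effect and median positive control wells for full effect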
* hit, by the source's call; & = joins results of further samples.

How did CNC[C@@H]1Oc2c(NC(=O)C3CC3)cccc2C(=O)N([C@@H](C)CO)C[C@H]1C do in these assays?
IDH1 R132H inh: -12; PRC2 inh: 0

How did C[C@@H](NC(=O)C[C@H]1C[C@H]2c3cc(NS(C)(=O)=O)ccc3O[C@H]2[C@H](CO)O1)c1ccccc1 do in these assays?
IDH1 R132H inh: -0.3; PRC2 inh: 6

How did C[C@@H]1CN([C@@H](C)CO)C(=O)c2cc(NS(C)(=O)=O)ccc2O[C@@H](C)CCCCO[C@@H]1CN(C)Cc1ccc2c(c1)OCO2 do in these assays?
IDH1 R132H inh: -2.1; PRC2 inh: -10

What do the screens show for `COC(=O)Cc1c(/C(Cl)=C/C(=O)O)oc2cc(C)cc(O)c2c1=O`?
IDH1 R132H inh: -0.5&-0.1

How did CCCN(C)C[C@H]1Oc2ncc(C#CCN(C)C)cc2C(=O)N([C@@H](C)CO)C[C@H]1C do in these assays?
IDH1 R132H inh: -0.2; PRC2 inh: -6

How did Cc1ccc(S(=O)(=O)N[C@@H]2CC[C@@H](CC(=O)NC3CCCCC3)O[C@H]2CO)cc1 do in these assays?
IDH1 R132H inh: 0.1; PRC2 inh: -4

What do the screens show for `CNC[C@H]1Oc2cc(-c3cccnc3)ccc2S(=O)(=O)N([C@H](C)CO)C[C@@H]1C`?
IDH1 R132H inh: 1.4; PRC2 inh: -5

What do the screens show for `CO[C@H]1CN(C)C(=O)c2ccc(NC(=O)Nc3ccc(Cl)cc3)cc2OC[C@H](C)N(C)C[C@H]1C`?
IDH1 R132H inh: 0.5; PRC2 inh: -17

Results for C[C@H](CO)N1C[C@H](C)[C@H](CN(C)S(=O)(=O)c2ccccc2)Oc2ncc(C#CC3(O)CCCC3)cc2C1=O ?
IDH1 R132H inh: -4.8; PRC2 inh: 4

Results for O=C1CCCCCN1CP(=O)(O)CN1CCCCC1 ?
IDH1 R132H inh: -1.4; PRC2 inh: -18

How did CC(=O)N(O)CCCCCNC(=O)CCC(=O)N(O)CCCCCNC(=O)CCC(=O)N(O)CCCCCN do in these assays?
IDH1 R132H inh: 0.2; PRC2 inh: 0

What do the screens show for `CO[C@@H](CN(C)Cc1nccs1)[C@@H](C)CN([C@@H](C)CO)S(=O)(=O)c1ccc(F)cc1`?
IDH1 R132H inh: 0.0; PRC2 inh: -7

How did CCS(=O)(=O)Nc1ccc2c(c1)C(=O)N(C)C[C@H](OC)[C@H](C)CN(CC1CCCCC1)[C@H](C)CO2 do in these assays?
IDH1 R132H inh: 0.0; PRC2 inh: 6

Results for COc1cccc(NC(=O)N(C)C[C@@H]2OCc3ccccc3-c3ccccc3C(=O)N([C@H](C)CO)C[C@H]2C)c1 ?
PRC2 inh: 1

How did C[C@@H]1CN([C@H](C)CO)C(=O)c2cc(NC(=O)Nc3ccc(F)cc3)ccc2O[C@H]1CN(C)CC1CCCCC1 do in these assays?
PRC2 inh: -12

How did C[C@H](CO)N1C[C@H](C)[C@@H](CN(C)Cc2ccc(-c3ccccc3)cc2)Oc2ncc(-c3cccnc3)cc2C1=O do in these assays?
PRC2 inh: -23

Results for C[C@@H]1CN([C@@H](C)CO)C(=O)Cc2cc(NC(=O)Nc3ccccc3)ccc2O[C@@H]1CN(C)S(=O)(=O)c1ccccc1 ?
IDH1 R132H inh: 0.0; PRC2 inh: 0

Results for O=C(NCCCN1CCOCC1)c1cccnc1 ?
IDH1 R132H inh: 1.0; PRC2 inh: 2

What do the screens show for `O=C(N[C@@H]1CC[C@H](CCNS(=O)(=O)Cc2ccccc2)O[C@@H]1CO)c1cnccn1`?
IDH1 R132H inh: -0.2; PRC2 inh: 5

Results for COc1ccc(NC(=O)Nc2ccc3c(c2)C(=O)N([C@H](C)CO)C[C@@H](C)[C@@H](CN(C)S(=O)(=O)c2ccc(C)cc2)O3)cc1 ?
IDH1 R132H inh: 0.4

Reprinted at random: 2 compounds from above, in no set order.
Results for COc1ccc(NC(=O)Nc2ccc3c(c2)C(=O)N([C@H](C)CO)C[C@@H](C)[C@@H](CN(C)S(=O)(=O)c2ccc(C)cc2)O3)cc1 ?
IDH1 R132H inh: 0.4

How did CCCN(C)C[C@H]1Oc2ncc(C#CCN(C)C)cc2C(=O)N([C@@H](C)CO)C[C@H]1C do in these assays?
IDH1 R132H inh: -0.2; PRC2 inh: -6

The results go on.
What do the screens show for `CCC(=O)N(C)C[C@H]1Oc2cc(C#CCC3CCCC3)ccc2S(=O)(=O)N([C@H](C)CO)C[C@@H]1C`?
IDH1 R132H inh: -0.2

Results for O=C1O[C@@H](c2ccccc2)[C@@H](c2ccccc2)N2[C@@H](c3ccccc3OCCO)[C@]3(C(=O)Nc4ccc(C#CCCO)cc43)[C@@H](C(=O)Nc3nc4ccccc4s3)[C@H]12 ?
PRC2 inh: -15

Results for CO[C@H]1CN(C)C(=O)c2cc(NC(C)=O)ccc2OC[C@@H](C)N(C(=O)c2ccccn2)C[C@@H]1C ?
IDH1 R132H inh: -0.2; PRC2 inh: -2

Results for CCCNC(=O)N1C[C@H](C)[C@H](OC)CN(C)C(=O)c2cc(NS(C)(=O)=O)ccc2OC[C@@H]1C ?
IDH1 R132H inh: 0.0; PRC2 inh: 5

How did CCn1c(SCC(=O)Nc2cccc(SC)c2)nnc1-c1ccc(Cl)cc1 do in these assays?
IDH1 R132H inh: 0.0; PRC2 inh: 3

Results for O=C(Nc1ccc(F)cc1)Nc1ccc2c(c1)[C@H]1C[C@H](CC(=O)N3CCOCC3)O[C@H](CO)[C@H]1O2 ?
IDH1 R132H inh: 4.6; PRC2 inh: 2

Results for C[C@H]1CN([C@@H](C)CO)C(=O)c2cccc(NC(=O)c3cnccn3)c2O[C@@H]1CN(C)Cc1ccc(-c2ccccc2)cc1 ?
IDH1 R132H inh: 0.0; PRC2 inh: -11

How did O=C(CSc1nnc(-c2ccccc2)n1-c1ccccc1)Nc1ccc(Br)cc1 do in these assays?
IDH1 R132H inh: -0.2; PRC2 inh: 6

What do the screens show for `C[C@H]1CN([C@@H](C)CO)C(=O)c2cc(NC(=O)Nc3ccccc3)ccc2O[C@@H]1CN(C)S(=O)(=O)c1cccs1`?
IDH1 R132H inh: -0.6

Results for COc1cccc(S(=O)(=O)N[C@@H]2CC[C@H](CC(=O)NCc3ccncc3)O[C@@H]2CO)c1 ?
IDH1 R132H inh: 0.2; PRC2 inh: 7

How did C[C@@H]1CN([C@@H](C)CO)C(=O)Cc2cc(NS(=O)(=O)c3ccc(Cl)cc3)ccc2O[C@H]1CN(C)S(=O)(=O)c1ccccc1 do in these assays?
IDH1 R132H inh: 0.2

How did CCC(C)CCCCCCCCC1CC(=O)NC(CCC(N)=O)C(=O)NC(CC(C)C)C(=O)NC(CC(C)C)C(=O)NC(C(C)C)C(=O)NC(CC(=O)O)C(=O)NC(CC(C)C)C(=O)NC(C(C)C)C(=O)O1 (stereo unspecified) do in these assays?
IDH1 R132H inh: -0.3

How did C[C@@H]1CN([C@@H](C)CO)C(=O)Cc2cc(NS(=O)(=O)c3ccccc3)ccc2O[C@@H]1CN(C)S(C)(=O)=O do in these assays?
IDH1 R132H inh: 1.6

What do the screens show for `C[C@H]1CN([C@@H](C)CO)S(=O)(=O)c2ccc(-c3cncnc3)cc2O[C@@H]1CN(C)C(=O)C1CC1`?
IDH1 R132H inh: 0.1; PRC2 inh: 4

How did C[C@@H]1CCCCO[C@@H](CN(C)C)[C@@H](C)CN([C@H](C)CO)C(=O)c2cc(NC(=O)CCCN(C)C)ccc2O1 do in these assays?
IDH1 R132H inh: 3.0; PRC2 inh: 2

How did COc1ccccc1C#Cc1cnc2c(c1)C(=O)N([C@H](C)CO)C[C@@H](C)[C@@H](CN(C)C(C)=O)O2 do in these assays?
IDH1 R132H inh: -3.1; PRC2 inh: 4

What do the screens show for `N#Cc1c(Nc2ccccc2)c(C=NCCN2CCOCC2)c[nH]c1=O`?
IDH1 R132H inh: 0.2; PRC2 inh: -22

What do the screens show for `C[C@H](NC(=O)C[C@@H]1C[C@H]2c3cc(NC(=O)NC4CCCC4)ccc3O[C@H]2[C@H](CO)O1)c1ccccc1`?
IDH1 R132H inh: -0.3; PRC2 inh: -8

What do the screens show for `O=C(CSc1nnc(Cc2ccccc2)o1)N1c2ccccc2Sc2ccccc21`?
IDH1 R132H inh: 0.1; PRC2 inh: 14

How did C[C@H]1CN([C@@H](C)CO)C(=O)c2cc(NC(=O)Cn3cnnn3)ccc2O[C@H]1CN(C)CC1CCCCC1 do in these assays?
IDH1 R132H inh: -0.7

Nothing new here: entries from further up.
Results for O=C1O[C@@H](c2ccccc2)[C@@H](c2ccccc2)N2[C@@H](c3ccccc3OCCO)[C@]3(C(=O)Nc4ccc(C#CCCO)cc43)[C@@H](C(=O)Nc3nc4ccccc4s3)[C@H]12 ?
PRC2 inh: -15

Results for CO[C@H]1CN(C)C(=O)c2cc(NC(C)=O)ccc2OC[C@@H](C)N(C(=O)c2ccccn2)C[C@@H]1C ?
IDH1 R132H inh: -0.2; PRC2 inh: -2

Results for CCCNC(=O)N1C[C@H](C)[C@H](OC)CN(C)C(=O)c2cc(NS(C)(=O)=O)ccc2OC[C@@H]1C ?
IDH1 R132H inh: 0.0; PRC2 inh: 5

How did CCn1c(SCC(=O)Nc2cccc(SC)c2)nnc1-c1ccc(Cl)cc1 do in these assays?
IDH1 R132H inh: 0.0; PRC2 inh: 3

(more compounds)
How did O=C(NCC[C@H]1CC[C@H](NC(=O)C2CCCCC2)[C@H](CO)O1)c1cnccn1 do in these assays?
IDH1 R132H inh: 0.1; PRC2 inh: -2

Results for C[C@H](CO)N1C[C@H](C)[C@H](CN(C)Cc2ccc(C(=O)Nc3ccccc3N)cc2)Oc2ccc(NS(=O)(=O)c3ccc(Cl)cc3)cc2C1=O ?
IDH1 R132H inh: -0.3; PRC2 inh: -15

How did Cc1noc(C)c1S(=O)(=O)Nc1ccc2c(c1)C(=O)N([C@H](C)CO)C[C@H](C)[C@@H](CN(C)C(=O)c1ccncc1)OCCCC[C@H](C)O2 do in these assays?
IDH1 R132H inh: 2.4

Results for CCN1CCN(C(=O)CN(c2cccc([N+](=O)[O-])c2)S(C)(=O)=O)CC1 ?
IDH1 R132H inh: 0.0; PRC2 inh: -9

What do the screens show for `O=C(C[C@H]1C[C@H]2c3cc(NS(=O)(=O)c4ccc(F)cc4)ccc3O[C@H]2[C@H](CO)O1)NCc1cccnc1`?
IDH1 R132H inh: -0.2; PRC2 inh: 2

Results for C[C@@H]1CCCCO[C@@H](CN(C)C(=O)Nc2ccccc2)[C@@H](C)CN([C@H](C)CO)C(=O)c2cc(N(C)C)ccc2O1 ?
IDH1 R132H inh: -0.1; PRC2 inh: 2

What do the screens show for `CC(C)(C)[S@](=O)N1Cc2cc(C(=O)NCc3ccccc3F)nc(-c3cccc(-c4cncnc4)c3)c2[C@@H]1CCO`?
IDH1 R132H inh: 0.0; PRC2 inh: 4

What do the screens show for `C[C@@H]1CN([C@H](C)CO)C(=O)c2cc(-c3ccccc3)cnc2O[C@H]1CN(C)C(=O)Cc1cccnc1`?
PRC2 inh: 5

What do the screens show for `COc1ccc(NC(=O)Nc2cccc3c2O[C@H](CN(C)C(=O)Nc2ccc(C(F)(F)F)cc2)[C@@H](C)CN([C@H](C)CO)C3=O)cc1`?
IDH1 R132H inh: 0.6

Results for CN(C)CCCNC(=O)C[C@@H]1CC[C@@H](NC(=O)Cc2cccnc2)[C@@H](CO)O1 ?
IDH1 R132H inh: 0.2; PRC2 inh: 2

Results for C[C@H](CO)N1C[C@H](C)[C@H](CN(C)Cc2cccc(C(F)(F)F)c2)Oc2ncc(-c3ccc(F)cc3)cc2C1=O ?
IDH1 R132H inh: -0.5

How did O=C(c1ccc(Cl)cc1)c1ccc(CSc2nnc(-c3ccccc3)o2)o1 do in these assays?
IDH1 R132H inh: 0.2; PRC2 inh: 41

What do the screens show for `CC(C)C[C@@H]1NC(=O)[C@@H]2C[C@H](C(=O)NCCCCCCN(C)C)[C@H](c3ccc(O)cc3)N2C1=O`?
IDH1 R132H inh: 0.5; PRC2 inh: -3

How did CN(C)CCCCNC(=O)[C@@H]1C[C@@H]2C(=O)N[C@@H](Cc3ccccc3)C(=O)N2[C@@H]1c1ccc(O)cc1 do in these assays?
PRC2 inh: 7

Results for O=C(C[C@H]1CC[C@@H](NC(=O)C2CC2)[C@@H](CO)O1)Nc1nccs1 ?
IDH1 R132H inh: 0.6; PRC2 inh: -3

How did Cc1noc(C)c1NC(=O)N(C)C[C@H]1OCCCC[C@H](C)Oc2ccc(NS(=O)(=O)c3cccs3)cc2C(=O)N([C@@H](C)CO)C[C@@H]1C do in these assays?
IDH1 R132H inh: 2.8

What do the screens show for `C[C@H]1CCCCO[C@H](CN(C)C(=O)CCCN(C)C)[C@@H](C)CN([C@@H](C)CO)C(=O)c2cc(NC(=O)NC3CCCCC3)ccc2O1`?
IDH1 R132H inh: -4.0

What do the screens show for `Cc1cc(N(CC(=O)Nc2ccc3c(c2)OCCO3)S(C)(=O)=O)ccc1Br`?
IDH1 R132H inh: 0.0; PRC2 inh: -9

How did O=C(Nc1ccc(C(F)(F)F)cc1)N[C@@H]1C=C[C@@H](CC(=O)N2CCCCC2)O[C@H]1CO do in these assays?
IDH1 R132H inh: -0.3; PRC2 inh: 18

What do the screens show for `CC(C)NC(=O)N(C)C[C@@H]1Oc2ncc(C#CC3CCCCC3)cc2C(=O)N([C@H](C)CO)C[C@H]1C`?
PRC2 inh: -22

Results for CO[C@@H](CN(C)C(=O)c1cc(Cl)cc(Cl)c1)[C@H](C)CN(C(=O)Nc1ccc(F)cc1)[C@@H](C)CO ?
IDH1 R132H inh: 0.1; PRC2 inh: 5

How did C[C@H]1CN([C@@H](C)CO)C(=O)c2ccccc2-c2ccccc2CO[C@@H]1CN(C)Cc1cccnc1 do in these assays?
IDH1 R132H inh: 0.0; PRC2 inh: 2

What do the screens show for `CCCN(C)C[C@@H]1OCCCC[C@H](C)Oc2ccc(NC(=O)Cc3ccccc3)cc2C(=O)N([C@H](C)CO)C[C@@H]1C`?
IDH1 R132H inh: -1.3; PRC2 inh: -5

Source: PubChem (Broad Institute)

Some of the compounds tested; the hit share may differ from the screen's.
